Screening results: PubChem BioAssay, Small Molecule Screening Facility, UW Madison
SSB-PriA inh: inhibitors of Klebsiella pneumoniae PriA binding to SSB C-terminal tail; AlphaScreen SSBct-PriA binding, biotinylated peptide; inhibition, % at 33 µM; 0.6% of 430,000 active; AID 1272365; in the data active means inhibition mostly above about 37%, no sharp cut-off; inactive means mostly below about 20%;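 further: plate controls were negative control peptide for no effect and reference peptide for full effect; strong numbers were not always called active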
* hit, by the source's call; & = joins results of further samples.

What do the screens show for `O=C(Nc1nc2c(Br)cccc2s1)c1nc2ccccc2s1`?
SSB-PriA inh: -9

Results for O=C(NCCOc1ccccc1)N1CCC(c2ccsc2)CC1 ?
SSB-PriA inh: -8

How did COc1ccc(Br)cc1S(=O)(=O)NCCOc1ccc(-c2ccc(F)cc2)nn1 do in these assays?
SSB-PriA inh: -3

What do the screens show for `Cc1nnsc1C(=O)NCc1ccnc(-c2ccsc2)c1`?
SSB-PriA inh: -7

How did CS(=O)(=O)N1CCC(CNC(=O)c2cc3ccccc3o2)CC1 do in these assays?
SSB-PriA inh: -23

What do the screens show for `CCc1cccc(NC(=O)CSc2nccn3nc(-c4ccccc4)cc23)c1`?
SSB-PriA inh: 0

Results for COc1cc(C=NNC(=O)C(NC(=O)c2ccccc2)c2n[nH]c(=O)c3ccccc23)ccc1OCC(N)=O (stereo not given) ?
SSB-PriA inh: -6

What do the screens show for `Cn1nccc1C(=O)N(CCN1CCOCC1)c1nc2c(F)cccc2s1`?
SSB-PriA inh: 0

Results for Cc1cc(S(=O)(=O)NCC2CCN(S(=O)(=O)c3cccnc3)CC2)ccc1F ?
SSB-PriA inh: 0

How did O=S(=O)(NCC(c1ccsc1)N1CCc2ccccc2C1)c1ccccc1Cl (stereo not given) do in these assays?
SSB-PriA inh: -2

What do the screens show for `O=C(O)c1ccc(C=NNC(=S)NC2CCCCC2)cc1`?
SSB-PriA inh: -3

How did C/C=C/C(=O)Nc1c(C(=O)Nc2ccc(F)c(F)c2)oc2ccccc12 do in these assays?
SSB-PriA inh: -3

What do the screens show for `CC(=O)Nc1cccc(C(C)=NNC(=O)c2ccc(CN3CCOCC3)cc2)c1`?
SSB-PriA inh: -3

What do the screens show for `COc1ccc(CCNC(=O)CC2CSc3nc(C(C)C)cc(=O)n32)cc1` (stereo not given)?
SSB-PriA inh: -2

What do the screens show for `CC(Sc1nncn1C)C(=O)Nc1nnc(-c2ccc(Br)cc2)s1` (stereo not given)?
SSB-PriA inh: 2

What do the screens show for `O=C(Nc1ccc(C(F)(F)F)cc1)N(Cc1ccco1)C1CCOCC1`?
SSB-PriA inh: -69

What do the screens show for `O=C(CSc1ccc(-c2cccnc2)nn1)Nc1cc(C(F)(F)F)ccc1Cl`?
SSB-PriA inh: -8

How did Cc1c(Oc2c([N+](=O)[O-])cc(C(F)(F)F)cc2[N+](=O)[O-])ccc2c1oc(=O)c1ccccc12 do in these assays?
SSB-PriA inh: -7

What do the screens show for `COCC(=O)N1CCCc2ccc(NC(=O)Cc3ccsc3)cc21`?
SSB-PriA inh: 35*

How did C=CCn1c(SCC(=O)Nc2sc(C(=O)OC)c(C)c2C(=O)OCC)nc2sc3c(c2c1=O)CCC3 do in these assays?
SSB-PriA inh: -25

What do the screens show for `CCCNS(=O)(=O)CCCOc1ccc2c(c1)OCO2`?
SSB-PriA inh: 12

How did NC(=O)c1ccccc1OCC#CCNC(=O)Nc1ccccc1F do in these assays?
SSB-PriA inh: -6

How did CCOc1ccc(OCC)c(S(=O)(=O)N2CCN(c3ccc4nnc(C)n4n3)CC2)c1 do in these assays?
SSB-PriA inh: 3

What do the screens show for `COc1cccc2cc(-c3nnc(NC(=O)c4cc5ccccc5o4)o3)oc12`?
SSB-PriA inh: -17

How did COCCN1C(=O)C(=O)C(=C(O)c2ccc(S(=O)(=O)N3CCCCC3)cc2)C1c1ccc(OC)cc1 (stereo not given) do in these assays?
SSB-PriA inh: -4

What do the screens show for `O=C1CC(c2ccccc2)C(=O)N1` (stereo not given)?
SSB-PriA inh: 17

Results for C=CCN(CC=C)S(=O)(=O)c1ccc(C(=O)Nc2nnc(C3CC3)o2)cc1 ?
SSB-PriA inh: -6

Results for CC(=NNC(=O)c1ccc(Br)o1)c1ccc(C)o1 ?
SSB-PriA inh: 1

How did CCOc1ccccc1-c1nc(COC(=O)c2nnn(-c3cccc(SC)c3)c2C)c(C)o1 do in these assays?
SSB-PriA inh: -5

Results for O=C(CSc1ccc(-c2cccc([N+](=O)[O-])c2)nn1)NCc1ccco1 ?
SSB-PriA inh: -3

Among those listed so far, these have fluorine.
How did COc1ccc(Br)cc1S(=O)(=O)NCCOc1ccc(-c2ccc(F)cc2)nn1 do in these assays?
SSB-PriA inh: -3

What do the screens show for `Cn1nccc1C(=O)N(CCN1CCOCC1)c1nc2c(F)cccc2s1`?
SSB-PriA inh: 0

Results for Cc1cc(S(=O)(=O)NCC2CCN(S(=O)(=O)c3cccnc3)CC2)ccc1F ?
SSB-PriA inh: 0

How did C/C=C/C(=O)Nc1c(C(=O)Nc2ccc(F)c(F)c2)oc2ccccc12 do in these assays?
SSB-PriA inh: -3

What do the screens show for `O=C(Nc1ccc(C(F)(F)F)cc1)N(Cc1ccco1)C1CCOCC1`?
SSB-PriA inh: -69

What do the screens show for `O=C(CSc1ccc(-c2cccnc2)nn1)Nc1cc(C(F)(F)F)ccc1Cl`?
SSB-PriA inh: -8

How did Cc1c(Oc2c([N+](=O)[O-])cc(C(F)(F)F)cc2[N+](=O)[O-])ccc2c1oc(=O)c1ccccc12 do in these assays?
SSB-PriA inh: -7

How did NC(=O)c1ccccc1OCC#CCNC(=O)Nc1ccccc1F do in these assays?
SSB-PriA inh: -6

Going on with the list.
Results for Cc1csc(NC(=O)CSc2nnc(-c3ccc(=O)n(C)c3)n2C)n1 ?
SSB-PriA inh: 4

Results for O=C(NCCOc1ccc(-c2ccco2)nn1)c1cccc(F)c1 ?
SSB-PriA inh: -6

What do the screens show for `CCC(=O)NN=c1sc2ccccc2n1C`?
SSB-PriA inh: -18

Results for COc1ccc(-c2cc3nc(C)cc(C)n3n2)cc1OC ?
SSB-PriA inh: -7

What do the screens show for `CCOC(=O)c1nn(-c2ccc(C)cc2)c(=O)cc1OCC(=O)NCc1ccc2c(c1)OCO2`?
SSB-PriA inh: 5

How did O=C(Nc1ccc(-c2cnc3n2CCC3)cc1)c1ccccc1C(F)(F)F do in these assays?
SSB-PriA inh: 7

What do the screens show for `O=C(NN=Cc1ccc(F)cc1)c1ccc(Cn2cc(Br)c([N+](=O)[O-])n2)o1`?
SSB-PriA inh: 6

What do the screens show for `O=C(CCSc1ccccc1)NCC1(c2ccsc2)CCCC1`?
SSB-PriA inh: -8

What do the screens show for `COc1ccc(S(=O)(=O)N2CCCC2CNC(=O)C(=O)Nc2cccc(C)c2C)cc1` (stereo not given)?
SSB-PriA inh: 9

How did Cc1ccc(S(=O)(=O)CCCC(=O)Nc2nc3c(C)c(Cl)ccc3s2)cc1 do in these assays?
SSB-PriA inh: -19

Results for N=C(N)Sc1cn(Cc2cccc(F)c2)c2ccccc12 ?
SSB-PriA inh: 45*

How did O=C(Nc1nc2c(cc3c4c(cccc42)CC3)s1)c1cc(-c2cccs2)nc2ccccc12 do in these assays?
SSB-PriA inh: -3

Results for O=C(Nc1nc2ccc(Cl)cc2s1)[C@H]1CCCN(c2cc(C3CC3)ncn2)C1 ?
SSB-PriA inh: -6

What do the screens show for `O=C(c1cccc(Br)c1)N1CCN(c2ncnc3c2nnn3Cc2ccccc2)CC1`?
SSB-PriA inh: 8

How did O=C(c1ccoc1)N1CCc2cnc(N3CCOCC3)nc2C1 do in these assays?
SSB-PriA inh: -9

Results for COC(=O)COc1ccc(C=NNC(=O)c2ccc(N(Cc3ccccc3)S(C)(=O)=O)cc2)cc1 ?
SSB-PriA inh: -3

How did COc1ccc(OC)c(-c2cc(C(=O)NN=C(C)c3cccnc3)c3ccccc3n2)c1 do in these assays?
SSB-PriA inh: -1

What do the screens show for `CCc1cc2c(=O)c(-c3cnn(-c4ccccc4)c3)c(C(F)(F)F)oc2c(CN2CCCCC2)c1O`?
SSB-PriA inh: -15

How did C=CCn1c(SCC(=O)c2ccc3c(c2)OCCO3)nc2sc3c(c2c1=O)CCC(C)C3 (stereo not given) do in these assays?
SSB-PriA inh: -9&-1

What do the screens show for `Cc1ccc(-n2cc(C(=O)N3CCN(Cc4ccccc4)CC3)nn2)cc1C`?
SSB-PriA inh: 5

Results for CCC(C)NC(=O)Cn1nc2ccc(SCc3ccc(Cl)cc3)nn2c1=O (stereo not given) ?
SSB-PriA inh: -9

What do the screens show for `CC1CCCC(C)N1N=Cc1cccc(Br)c1` (stereo not given)?
SSB-PriA inh: -1

Results for CC(=O)Nc1ccc(NC(=O)Cc2csc(Nc3cccc(Cl)c3)n2)cc1 ?
SSB-PriA inh: 6

What do the screens show for `Nc1nc(-c2nc3ccccc3s2)cs1`?
SSB-PriA inh: 2

Results for CCOC(=O)CC(C)=NNC(=O)Nc1ccccc1 ?
SSB-PriA inh: -4

How did C=C(C)COc1ccc2c(=O)c(-c3ccc(Br)cc3)c(C)oc2c1 do in these assays?
SSB-PriA inh: -11

How did CCSc1ccccc1C(=O)Nc1nnc(-c2cc(OC)cc(OC)c2)o1 do in these assays?
SSB-PriA inh: -17

Results for CN(C)CCN1C(=O)C(=O)C(=C(O)c2ccc(OCc3ccccc3)cc2)C1c1ccncc1 (stereo not given) ?
SSB-PriA inh: -20

Results for O=C1OC2(CCN(S(=O)(=O)c3cccnc3)CC2)c2ccccc21 ?
SSB-PriA inh: 6

How did CCn1ccc(C(=O)Nc2ccc(Cl)cc2C(=O)c2ccccc2Cl)n1 do in these assays?
SSB-PriA inh: -14&-8

Results for CC(C)NC(=O)CC1S/C(=N\N=C/c2ccc([N+](=O)[O-])cc2)NC1=O (stereo not given) ?
SSB-PriA inh: 5

Results for CN(C)S(=O)(=O)c1ccc(C(=O)NCC2CCN(C(=O)c3cccn(C)c3=O)CC2)cc1 ?
SSB-PriA inh: -21

How did CCOC(=O)c1ccc(C[C@@H]2S/C(=C(/C#N)C(N)=O)N(c3ccccc3C)C2=O)cc1 do in these assays?
SSB-PriA inh: -4

Results for O=C(Cc1ccc([N+](=O)[O-])cc1)NCc1nnnn1-c1ccc(F)c(F)c1 ?
SSB-PriA inh: -16

How did O=C(Cc1cccc2ccccc12)Nn1cnc2c(cnn2-c2cccc(Cl)c2)c1=O do in these assays?
SSB-PriA inh: -15

How did Cc1nnc(C)n1N=C/C=C/c1ccccc1 do in these assays?
SSB-PriA inh: -2

How did CN(C)S(=O)(=O)c1ccc2c(c1)C(=NNc1ccccc1)c1cc(S(=O)(=O)N(C)C)ccc1-2 do in these assays?
SSB-PriA inh: 3

Results for OC(CNC1CCCC1)Cn1c2ccccc2c2ccccc21 (stereo not given) ?
SSB-PriA inh: 7

What do the screens show for `O=C(Cc1cccc2ccccc12)NCc1cc(-c2cccs2)on1`?
SSB-PriA inh: 2

Results for CC(=NNC(=O)CNC(=O)c1ccc(F)cc1)c1ccco1 ?
SSB-PriA inh: -25

Results for COc1ccc(CCS(=O)(=O)NCCC(O)c2cc3ccccc3o2)cc1 (stereo not given) ?
SSB-PriA inh: -1

Results for CCOC(=O)Cc1csc(NC(=O)c2ccc(N3CCCCC3)nn2)n1 ?
SSB-PriA inh: -10

How did COc1ccc(OC)c(/C=C(/C#N)C(N)=S)c1 do in these assays?
SSB-PriA inh: 9

Results for COc1cc([C@@H]2c3c(n(C)c(=O)n(C)c3=O)N=C3CC(C)(C)CC(=O)C32)cc(OC)c1OC (stereo not given in full) ?
SSB-PriA inh: -7

What do the screens show for `O=C(CCS(=O)(=O)c1ccccc1)Nc1ccccc1Cc1nc(-c2ccco2)no1`?
SSB-PriA inh: -2

Results for COc1ccc(-c2cnc(SCC(=O)Nc3ccccc3)n2-c2ccccc2C)cc1 ?
SSB-PriA inh: 44*

How did O=C(NCCO)c1cc[n+](CC(=O)c2cccs2)cc1 do in these assays?
SSB-PriA inh: 0

What do the screens show for `COc1ccc(NC(=O)CC(C)=NNC(=O)COc2ccc(OC)cc2)cc1`?
SSB-PriA inh: -6

How did CC(CCc1oc2ccc(Cl)cc2c1-c1ccc(C)o1)=NO do in these assays?
SSB-PriA inh: 32

What do the screens show for `NS(=O)(=O)c1ccc(NN=Cc2ccccc2C(=O)O)c([N+](=O)[O-])c1`?
SSB-PriA inh: 1

What do the screens show for `Cn1ccnc1SCC1CCN(C(=O)Nc2ccc3c(c2)OCO3)CC1`?
SSB-PriA inh: -4

Results for Cc1c(OCC(=O)N2C[C@H]3C[C@H](C2)c2cccc(=O)n2C3)ccc2c3c(c(=O)oc12)CCCC3 ?
SSB-PriA inh: 0

Results for COC(=O)c1ccccc1C(=O)N1CCCC(Cc2nc(-c3ccsc3)no2)C1 (stereo not given) ?
SSB-PriA inh: 49

What do the screens show for `COc1ccc(CCNC(=O)C2CCN(CC(=O)Nc3ccc(F)cc3)CC2)cc1OC`?
SSB-PriA inh: -17&1

What do the screens show for `Cn1nc(-c2ccccc2)cc1C(=O)N1CCC[C@H](Cc2nc(-c3ccsc3)no2)C1`?
SSB-PriA inh: 12

How did Cc1cc(C)c(C)c(S(=O)(=O)N2CCN(c3cc(C(F)(F)F)ncn3)CC2)c1C do in these assays?
SSB-PriA inh: 6

How did NCC(c1cccnc1)N1CCOCC1 (stereo not given) do in these assays?
SSB-PriA inh: -26

Results for Cn1cc(S(=O)(=O)Nc2nc3ccccc3nc2N2CCNC(=O)C2)cn1 ?
SSB-PriA inh: -23

How did CCOc1ccc(CC(=O)N2CCN(c3ccc(-c4ccccc4OC)nn3)CC2)cc1 do in these assays?
SSB-PriA inh: -2&0

Results for COc1ccc(-c2noc(Cn3c(=O)n(CC(C)C)c(=O)c4ccccc43)n2)cc1OC ?
SSB-PriA inh: 0

Results for COc1cccc2cc(-c3csc(NC(=O)/C=C/c4ccccc4Cl)n3)oc12 ?
SSB-PriA inh: -12

What do the screens show for `COC(=O)c1sccc1NC(=O)CN1CCCN(Cc2ccccc2Cl)S1(=O)=O`?
SSB-PriA inh: 2&3

What do the screens show for `COc1cc(C)c(C)cc1S(=O)(=O)N1CCN(c2ccc3nnc(C)n3n2)CC1`?
SSB-PriA inh: 0

Some of the compounds tested; count on the stated rates, not on these rows.
